KDM4E inh: JMJD2E (human) inhibition | B2RXH2 | JMJD2E catalytic domain, FDH-coupled NADH fluorescence (FDH is formaldehyde dehydrogenase) | Potency, µM (highest dose often 57.1 µM), for inactives: at the top dose activity change, negative = inhibition, hits mostly inhibitors | 230,000 compounds, 1.6% hits; active = well fitted inhibition curve with a large enough effect, not every such curve was filed as active; inconclusive = small, poorly fitted or top-dose-only effect, or another doubt; inactive = no such curve, though single readings can be large or run the other way;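 note: 0% = wells with enzyme and -100% = buffer wells without enzyme; nearly all actives have a fitted effect of over 50% in size; many of its hits are not listed in these tables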
Target sequence (B2RXH2 1-337 limits assumed): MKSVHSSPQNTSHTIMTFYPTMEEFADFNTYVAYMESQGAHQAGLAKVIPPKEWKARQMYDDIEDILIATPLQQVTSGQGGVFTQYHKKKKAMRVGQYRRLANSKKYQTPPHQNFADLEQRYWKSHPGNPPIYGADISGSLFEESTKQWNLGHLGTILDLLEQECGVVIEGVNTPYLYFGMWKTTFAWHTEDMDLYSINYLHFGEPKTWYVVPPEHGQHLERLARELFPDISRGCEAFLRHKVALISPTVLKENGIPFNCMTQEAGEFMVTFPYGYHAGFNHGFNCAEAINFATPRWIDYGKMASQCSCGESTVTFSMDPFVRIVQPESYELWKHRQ
Tau ThT inhib: blocks human tau fibril formation measured by thioflavin T; P10636; recombinant tau K18 P301L, heparin-induced fibrillization, ThT fluorescence; Potency, µM (series often up to 57.4 µM), for the others: at the top dose activity, negative = inhibition, most hits filed as inhibitors; 270,000 compounds, 2.1% hits; AID 1460; note: % is set by controls: 0 for no effect and ±100 for the full control effect; nearly all actives have a fitted effect of over 55% in size
Target sequence (P10636 561-689 P618L limits assumed): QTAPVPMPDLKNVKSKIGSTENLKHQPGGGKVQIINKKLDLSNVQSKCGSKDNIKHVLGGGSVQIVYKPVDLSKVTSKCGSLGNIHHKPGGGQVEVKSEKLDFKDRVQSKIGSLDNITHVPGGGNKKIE
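Using a mix of unlabeled (15 uM) and Alexa 594-labeled (0.24 uM) tau K18 P301L, heparin-triggered fibrillization over 6 hr at 37 C was scored by ThT fluorescence.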
HTT cytoprotect: protects HTT-Q103 PC12 cells, measured by ATP; PC12 HTT-Q103 induced, cytoprotection, ATP luminescence, 40 h; 230,000 compounds, 0.14% hits; AID 1471; Potency, µM (highest dose often 56.4 µM), for inactives: cytoprotection (ATP increase), hits mostly activators;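 note: % of control where 0% means no effect; nearly all actives have a fitted effect of over 45% in size; toxic huntingtin expression switched on by the ecdysone agonist tebufenozide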
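ATP quantification (ATPlite) reports survival of PC12 cells in which tebufenozide, 100 nM final, switches on Htt exon 1 with 103 glutamines linked to GFP; compounds are titrated.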
SMN2 splice enh: enhancers of SMN2 splice variant expression. HEK293 SMN2-luciferase splicing reporter, luminescence, 30-36 h. Potency, µM (doses to about 46.1 µM), without a hit: at the highest dose activity change, positive = activation, usual class: activators. 210,000 compounds, 2.8% hits. AID 1458; note: % of control where 0% means no effect; nearly all actives have a fitted effect of over 55% in size
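HEK293 cells carry an SMN2 […]–luciferase reporter in which exon 7 inclusion puts luciferase in frame. Cells were plated 10-12 h before compound addition, then incubated 30-36 h at 37C. ONE-Glo luminescence was read; sodium butyrate at 4.5 mM final served as control.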
Tau fluor cs: counter-screen for tau fibril formation inhibitors. tau K18 P301L (four-repeat tau fragment) Alexa594 fluorescence, heparin fibrillization. Potency, µM (highest dose often 57.7 µM), for inactives: top-dose activity change, negative = decrease. 280,000 compounds, 0.93% hits. AID 1463; note: % is set by controls: 0 for no effect and ±100 for the full control effect; nearly all actives have a fitted effect of over 55% in size
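Human K18 P301L tau (15 uM unlabeled plus 0.24 uM Alexa 594-labeled, final) in 100 mM sodium acetate pH 7 was mixed with compound and 20 uM heparin and incubated 6 hr at 37 C.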
HttQ103 aggreg: inhibitors of mutant huntingtin aggregate formation in PC12 cells; PC12 HttQ103-GFP aggregates, Acumen cytometry, 40 h; Potency, µM (doses to about 46.1 µM), for inactives: top-dose activity change, negative = inhibition, actives largely listed as inhibitors; 220,000 compounds, 1.1% hits; note: % is set by controls: 0 for no effect and ±100 for the full control effect; nearly all actives have a fitted effect of over 60% in size
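Using laser scanning cytometry, GFP-positive aggregates were counted after lysis of PC12 cells induced with 100 nM tebufenozide to express HTT exon 1 Q103–GFP. Compounds were tested in titration.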
Tau fibril FP: inhibitors of human tau fibril formation; P10636; K18 P301L tau heparin fibrillization, Alexa594 FP, 6 h; Potency, µM (series often up to 57.7 µM), for inactives: top-dose activity, negative = inhibition, actives largely listed as inhibitors; 280,000 compounds, 0.39% hits; note: % is set by controls: 0 for no effect and ±100 for the full control effect; nearly all actives have a fitted effect of over 55% in size
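Steps: dispense K18 P301L tau (15 uM plus 0.24 uM Alexa 594 tracer, final) in pH 7 sodium acetate; add compound; add heparin (20 uM final); incubate 6 hr, 37 C; add ThT (30 uM final); after 1 hr ambient, read FP.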
ALDH1A1 inh: ALDH1A1 (human) enzyme inhibition; 220,000 compounds, 7.3% hits; P00352; Purified ALDH1A1, NADH fluorescence, propionaldehyde substrate; Potency, µM (top dose mostly 75.3 µM), for the others: at the top dose activity, negative = inhibition, hits mostly inhibitors; AID 1030; active = well fitted inhibition curve with a large enough effect, not every such curve was filed as active; inconclusive = small, poorly fitted or top-dose-only effect, or another doubt; inactive = no such curve, though single readings can be large or run the other way;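 note: plate controls were no enzyme wells and a reference inhibitor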
Target sequence (P00352 whole entry, looked up): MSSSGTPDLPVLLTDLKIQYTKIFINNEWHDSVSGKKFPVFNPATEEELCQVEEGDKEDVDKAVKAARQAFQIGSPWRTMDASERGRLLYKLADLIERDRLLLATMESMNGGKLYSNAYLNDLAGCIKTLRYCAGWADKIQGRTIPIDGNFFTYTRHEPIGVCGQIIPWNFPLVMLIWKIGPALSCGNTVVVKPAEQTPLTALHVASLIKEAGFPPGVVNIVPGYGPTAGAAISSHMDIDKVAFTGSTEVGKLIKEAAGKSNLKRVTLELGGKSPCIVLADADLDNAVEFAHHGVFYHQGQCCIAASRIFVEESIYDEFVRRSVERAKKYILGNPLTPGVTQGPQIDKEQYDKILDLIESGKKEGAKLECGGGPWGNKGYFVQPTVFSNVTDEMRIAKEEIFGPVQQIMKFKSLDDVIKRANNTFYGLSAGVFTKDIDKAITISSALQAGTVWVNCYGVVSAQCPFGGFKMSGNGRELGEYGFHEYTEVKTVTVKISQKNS
Active calls of the source: *; ? = inconclusive; . = no result given; & = joins results of further samples; [ ] = another dose, or the depositor's remark. Unless noted, calls come from the whole dose curve; as a rule, active = well fitted curve in the direction sought with a large enough effect; inconclusive = small, poorly fitted or top-dose-only effect, or another doubt; inactive = no such curve, though single readings can be large; an effect the other way counts as inactive or inconclusive. Potency is the fitted concentration of half-maximal effect.

#	compound	KDM4E inh	Tau ThT inhib	HTT cytoprotect	SMN2 splice enh
1	CCc1nnc(NS(=O)(=O)c2ccc(NC(=O)c3ccccc3C)cc2)s1	-10%	1%	-13%	2%
2	Nc1nc(SCC(=O)Nc2ccc(Cl)cc2)[nH]c(=O)c1-c1ccccc1	-1%	8%	-26%	.
3	COc1ccccc1NS(=O)(=O)c1cccc(C(=O)N/N=C/c2ccc(N3CCOCC3)cc2)c1	?	?	?	-7%
4	CN(c1ccccc1C(=O)Nc1ccc2c(c1)OCO2)S(C)(=O)=O	-6%	?	-16%[10 µM]	-4%
5	COc1ccc(/C=C(/NC(=O)c2ccc(OC)c(OC)c2)C(=O)NCCc2c[nH]c3ccccc23)cc1	-2%	-8%	.	-5%
6	CC(=C/c1ccccc1)/C=N/NC(=O)CSc1nc(C)cc(C)n1	4%	-17%	12%[10 µM]	-27%
7	CNC(=O)COC(=O)c1cc2c(C)nn(-c3ccc(F)cc3)c2s1	?	-6%	-21%	-9%
8	S=C(NCc1ccccc1)Nc1cccc(Cl)c1	-3%	-3%	.	21%
9	O=C(c1cncc(Br)c1)N1CCN(c2ccc([N+](=O)[O-])cc2)CC1	4%	?	.	-32%[inhibitor]
10	Cc1cc(C)c(S(=O)(=O)Nc2cc(Cl)c3oc4c(c3c2)C(=O)CCC4)cc1C	.	3%	.	3%
11	O=C(N/N=C\c1ccc(Cl)cc1)c1sccc1-n1cccc1	3%	-2%	-19%	-7%
12	CC(C)N(Cc1cc2ccccc2[nH]c1=O)C(=O)c1cccnc1	2%	-6%	-2%[0.074 µM]	7%
13	COc1cccc(CN(C(=O)c2ccc(C(C)(C)C)cc2)C2CCS(=O)(=O)C2)c1 (stereo unspecified)	.	-9%	.	-3%
14	CC(C)CCn1c(NCCc2ccccc2)nc2c1c(=O)n(C)c(=O)n2C	-1%	?	13%[10 µM]	.
15	Nc1ccccc1C(=O)NCc1ccccc1	?	-6%	-1%[10 µM]	6%

#	Tau fluor cs	HttQ103 aggreg	Tau fibril FP	ALDH1A1 inh
1	1%	-13%	0%	4%
2	-6%	-18%	-5%	?
3	?	-6%	9%	0%
4	-12%	-12%	-8%	-1%
5	-11%	-3%	0%	2%
6	-15%	-8%	5%	-10%
7	-5%	5%	2%	?
8	-20%	-28%	0%	5%
9	-7%	-7%	6%	?
10	-10%	.	4%	.
11	-11%	6%	-11%	3%
12	-3%	10%	-3%	3%
13	-16%	.	-1%	.
14	-22%	22%[9.22 µM]	10%	.
15	-13%	2%	2%	?

2 compounds from above, reduced to HTT cytoprotect, Tau fluor cs and SMN2 splice enh:
entry | molecule | HTT cytoprotect | Tau fluor cs | SMN2 splice enh
4 | CN(c1ccccc1C(=O)Nc1ccc2c(c1)OCO2)S(C)(=O)=O | -16%[10 µM] | -12% | -4%
5 | COc1ccc(/C=C(/NC(=O)c2ccc(OC)c(OC)c2)C(=O)NCCc2c[nH]c3ccccc23)cc1 | . | -11% | -5%

(list continues)
#	compound	KDM4E inh	Tau ThT inhib	HTT cytoprotect	SMN2 splice enh
16	COC(=O)C1=C(C)N(Cc2ccc(C)cc2)C(=O)/C1=C\c1cc(OC)c(OC)c(OC)c1	-8%	?	-2%[10 µM]	?
17	C[N+](C)(C)CCC(=O)c1cccc2ccccc12	?	?	-28%	-16%&-1%
18	COc1cc(/C=N/NC(=O)c2cccc([N+](=O)[O-])c2)ccc1O	0%	?	9%	6%
19	Cc1ccc(O)c(CNc2ccccn2)c1	6%	5%	-19%[10 µM]	18%
20	Oc1ccccc1Nc1nc(NCC2CCCO2)c2ccccc2n1 (stereo unspecified)	-4%	?	-91%[inhibitor][10 µM]	-27%
21	Cc1cccc(NC(=S)NC(=O)/C=C/c2ccccc2)n1	?	-3%	-31%[inhibitor]	12%
22	O=S(=O)(NC1CCCC1)c1ccccc1Cl	4%	-3%	-19%[10 µM]	10%
23	CCN(CCn1cccn1)C(=O)CCc1nnc(CCc2ccccc2OC)o1	12%	-1%	10%[10 µM]	.
24	O=C(Nc1cc([N+](=O)[O-])ccc1Cl)c1ccc2c(c1)OCO2	-4%	1%	-14%	3%
25	CCOC(=O)c1[nH]c2c(c1Cc1ccccc1)C(=O)CC(c1ccccc1)C2 (stereo unspecified)	.	-6%	.	4%
26	COc1ccccc1-n1cc([C@@H]2C[C@H]3CN(c4ccccc4)C(=O)[C@]34CCCN24)cn1	9%	4%	27%[10 µM]	.
27	Fc1ccc(Nc2nc3ccccc3n3cnnc23)c(F)c1	.	-9%	.	4%
28	Cc1cc(C(=O)NNC(=O)c2ccc(C(F)(F)F)cc2)no1	10%	.	5%[10 µM]	.
29	Cc1ccc([S+](=O)([O-])N(c2ccccc2)[S+](=O)([O-])C(F)(F)F)cc1	3%	-1%	-30%	-6%
30	O=C(CNC(=O)c1ccco1)OCC(=O)c1ccccc1Cl	6%	-7%	10%[10 µM]	.

#	Tau fluor cs	HttQ103 aggreg	Tau fibril FP	ALDH1A1 inh
16	-16%	?	-8%	-1%
17	3%&2%	.	?	0.071µM*
18	-9%	9%	9%	-5%
19	-1%	3%	1%	1%
20	?	-21%	11%	?
21	4%	24%	10%	-1%
22	-9%	8%	6%	?
23	-10%	-7%[9.22 µM]	-4%	4%
24	-22%	.	?	4%
25	-28%	.	-12%	.
26	6%[2.34 µM]	4%[9.22 µM]	-4%	5%
27	-8%	.	1%	.
28	-5%	-21%[9.22 µM]	-5%	.
29	-5%	.	-4%	6%
30	-5%	-3%[9.22 µM]	0%	0%

Structures listed so far marked active in ALDH1A1 inh:
# | SMILES | KDM4E inh | Tau ThT inhib | SMN2 splice enh | HttQ103 aggreg | Tau fibril FP | ALDH1A1 inh
17 | C[N+](C)(C)CCC(=O)c1cccc2ccccc12 | ? | ? | -16%&-1% | . | ? | 0.071µM*

Additional results:
#	compound	KDM4E inh	Tau ThT inhib	HTT cytoprotect	SMN2 splice enh
31	Cc1onc(-c2c(F)cccc2Cl)c1C(=O)N1CCSCC1	2%	-5%	2%[10 µM]	.
32	COc1ccc(OC(C)C(=O)NCCC2=CCCCC2)cc1 (stereo unspecified)	11%	-12%	-42%[inhibitor]	-2%
33	Cc1sc(NC(=O)CSC2=NCCS2)nc1-c1ccccc1	-3%	?	-7%	-21%
34	NC(=O)CC(NC(=O)Cc1cccc2ccccc12)c1ccc(N2CCc3ccccc3C2)c([N+](=O)[O-])c1 (stereo unspecified)	-20%	11µM*	-1%[10 µM]	.
35	CC(C)Oc1ccc(NC(=O)CCC(=O)O)cc1	3%	-3%	-5%	-7%
36	CO/N=C/C(NC(=O)c1ccc(C(F)(F)F)cc1)C(=O)OC (stereo unspecified)	-1%	1%	-17%[10 µM]	4%
37	COc1cc(NS(=O)(=O)c2ccc(NC(=S)NC(=O)c3ccco3)cc2)ncn1	-8%	5%	-51%	1%
38	COc1ccccc1C(=O)COC(=O)c1ccc(N(C)C)cc1	1%	?	-34%[inhibitor]	22µM*
39	CCCCn1c(SCC(=O)N2CCCCC2C)nc2cc(S(N)(=O)=O)ccc21 (stereo unspecified)	6%	-5%	2%	0%
40	Cn1c(N)c(-c2nc3cccnc3n2C)sc1=S	?	?	.	30%
41	O=C(O)/C=C/C(=O)Nc1ccc(SC(F)(F)F)cc1	-1%	0%	.	-23%
42	CCCOc1ccc(N2C(=O)C3ON(c4ccccc4)C(c4ccc(O)c(OC)c4)C3C2=O)cc1 (stereo unspecified)	4%	-17%	-8%[10 µM]	-14%
43	CC(C)(CCO)NC(=S)NC1CC2C=CC1C2 (stereo unspecified)	3%	0%	9%[10 µM]	.
44	C=CCNC(=O)CC(C)C(CCCCC)C(=O)O (stereo unspecified)	4%	-4%	-3%[0.074 µM]	-5%
45	O=C(NC1CC1)C1=C[C@@H](C2CCCCC2)C[C@@H](OCCCCO)O1	5%	-3%	-2%[10 µM]	.

#	Tau fluor cs	HttQ103 aggreg	Tau fibril FP	ALDH1A1 inh
31	-4%	2%[9.22 µM]	3%	.
32	-10%	25%	-9%	?
33	?	0%[1.84 µM]	-1%	?
34	?	-10%[9.22 µM]	-2%	.
35	-4%	-3%	-3%	6%
36	5%	11%	-3%	-1%
37	11%	22%	2%	?
38	?	20%	12%	?
39	-12%	5%	-3%	?
40	-8%	3%	12%	-12%
41	-1%	8%	-3%	?
42	?	5%	-1%	32µM*
43	-5%	20%[9.22 µM]	-8%	8%
44	3%	10%	5%	?
45	0%	-19%[9.22 µM]	5%	-2%

Following part:
#	compound	KDM4E inh	Tau ThT inhib	HTT cytoprotect	SMN2 splice enh
46	CC1=NN(c2ccccc2)C(=O)/C1=C/c1c(O)n(-c2ccc(F)cc2)[nH]c1=O	-3%	4.5µM*	-25%[10 µM]	-3%[1.84 µM]
47	Nc1nnc(SCCCC(=O)c2ccc(F)cc2)s1	-1%	-4%	-4%[10 µM]	-5%
48	Cc1ccc(C(=O)NCCN2C3=NC[C@H](Cc4ccc(O)cc4)N3C[C@H]2Cc2ccc(O)cc2)cc1Br	5%	?	4%[10 µM]	.
49	COc1ccc(C2(O)CC3CCC(C2)N3c2cc(C)nc(-c3ccccc3)n2)cc1 (stereo unspecified)	?	-13%	6%[10 µM]	.
50	O=c1c2ccccc2c(C=Nc2ccccc2O)c(O)n1-c1nccs1	-4%	-14%	-13%[10 µM]	.
51	CCCCS(=O)(=O)Nc1ccc2c(c1)ncn2C1CCCCC1	-1%	5%	-5%	-20%

#	Tau fluor cs	HttQ103 aggreg	Tau fibril FP	ALDH1A1 inh
46	13µM*[quencher]	-1%	12%	20µM*
47	-9%	?	-4%	?
48	?	7%[9.22 µM]	2%	.
49	-11%	9%	-2%	?
50	-21%	-15%[9.22 µM]	?	.
51	-4%	?	3%	?

Screening data as filed in PubChem.

Some of the compounds tested; count on the stated rates, not on these rows.
